N-glyco inh: N-linked glycosylation inhibition. D54 ERlucT glycosylation luciferase reporter, 24 h; percent of 100 nM tunicamycin response. reporter increase, % at 12.5 µM. 360,000 tested, 0.23% active. AID 588692;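 active = mean luciferase reporter signal, scaled so untreated is 0 and the glycosylation-blocking control 100, at or above a set limit in every replicate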;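 note: luciferase carries N-glycosylation sites so blocking glycosylation raises the light; 0% = median of neutral control wells and 100% = median of 100 nM tunicamycin wells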
ABHD5 PLIN5 PPI: inhibitors of human ABHD5-perilipin-5 interaction. 360,000 tested, 0.78% active. Split G. princeps luciferase complementation, luminescence, 4 h. inhibition, % at 4 µM. Q00G26+Q8WTS1;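 active = inhibition above the mean inhibition across every tested compound plus 3 SD, cut at about 22% in these data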;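 note: 0% = DMSO only wells and the 100% control is not disclosed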
m5-HT2A agonist: agonists of mouse serotonin 5-HT2A receptor (HTR2A); CHO-K1 mHTR2A beta-arrestin complementation, luminescence; percent of 30 µM serotonin response; P35363; AID 624169; activation, % at 7.6 µM; 360,000 tested, 0.66% active;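 active = activation above a run cutoff, the mean activation of all tested compounds plus 3 SD, cut at about 14% in these data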;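 note: 0% = plate median of compound wells and 100% = 30 µM serotonin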
MC4R antag cAMP: blocks human MC4R cAMP signaling; AID 540295; inhibition, % at 6.5 µM; P32245; MC4R-expressing cells, MTII-stimulated cAMP, LANCE TR-FRET; 360,000 tested, 0.48% active;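 active = inhibition above its plate's cutoff, the mean of tested wells on that plate plus 3 SD, cut at about 29% in these data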;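 note: 0% = Melanotan II alone and 100% = Melanotan II plus saturating MCL0020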
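Assay system: human MC4R-expressing U2OS cells; reagent: Melanotan II stimulation of cells; dosing: 6.5 µM single dose; timing: compound 30 min, challenge 1 h, detection 1 h; signal: TR-FRET cAMP assay; replicates: one well per compound, no replicates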
CaV13 ICDI inh: Primary screen for inhibitors of IQ motif and Ca2+-dependent inactivation inhibitor domain binding in CACNA1D, Förster resonance energy transfer in living cells, …. inhibition, % at 12.3 µM. HEK cells, CFP/YFP FRET ICDI-IQ, plate reader, 10 min; percent FRET-ratio fall versus neutral wells. 340,000 tested, 0.098% active;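 active = mean replicate inhibition of at least 30% and at least 1% of replicates passing that level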;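 note: 0% = median of the neutral control wells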
H9c2 protect: protects H9c2 cardiomyocytes from peroxide injury; protection from H2O2 cell death, % at 20 µM; 360,000 tested, 0.63% active; AID 588492; H2O2 injury protection, ATPLite, 2 h;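 active = compounds giving at least 50% protection of heart cells from peroxide-induced death in the single-dose screen, raw or plate-pattern-corrected value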;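 note: 0% = DMSO wells with peroxide and 100% = DMSO wells without peroxide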
MC4R barr agon: agonists of human melanocortin 4 receptor (MC4R) beta-arrestin; U2OS MC4R beta-arrestin complementation, luminescence; percent of melanotan II response, DMSO zero; activation, % at 8.9 µM; 360,000 tested, 0.98% active; AID 540308; P32245;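 active = activation above a per-plate cutoff, the mean activation of sample wells on that plate plus 3 SD, cut at about 8% in these data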
PDI turbidity: inhibitors of human protein disulfide isomerase | PDI insulin aggregation turbidity, A650, 90 min | inhibition, % at 10 µM | 350,000 tested, 0.052% active | AID 588391;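 active = mean inhibition across replicates of 30% or more, whatever share of single replicates reach that level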;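 note: absorbance from insulin aggregation driven by PDI reduction with DTT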
Exocytosis inh: lytic granule exocytosis inhibition | TALL-104 LAMP-1 surface exposure, flow cytometry; cells stimulated with thapsigargin and PMA | inhibition, % at 10 µM | 360,000 tested, 0.66% active;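 active = inhibition above about 55%, limit read from the data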
ABCB6 inh MLPCN: inhibitors of human ABC transporter ABCB6; 360,000 tested, 0.19% active; fluorescence ratio to DMSO, % at 10 µM; K562-ABCB6 porphyrin accumulation, flow cytometry, 1 h; active compounds read low; AID 602162; Q9NP58;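 active = fluorescence ratio to DMSO below 75%, the collection mean minus 3 SD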;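 note: signal is porphyrin accumulated inside mitochondria; 100% equals median channel fluorescence of DMSO control wells; lower ratio means ABCB6 inhibition with less porphyrin fluorescence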
Target sequence (Q9NP58 whole entry, looked up): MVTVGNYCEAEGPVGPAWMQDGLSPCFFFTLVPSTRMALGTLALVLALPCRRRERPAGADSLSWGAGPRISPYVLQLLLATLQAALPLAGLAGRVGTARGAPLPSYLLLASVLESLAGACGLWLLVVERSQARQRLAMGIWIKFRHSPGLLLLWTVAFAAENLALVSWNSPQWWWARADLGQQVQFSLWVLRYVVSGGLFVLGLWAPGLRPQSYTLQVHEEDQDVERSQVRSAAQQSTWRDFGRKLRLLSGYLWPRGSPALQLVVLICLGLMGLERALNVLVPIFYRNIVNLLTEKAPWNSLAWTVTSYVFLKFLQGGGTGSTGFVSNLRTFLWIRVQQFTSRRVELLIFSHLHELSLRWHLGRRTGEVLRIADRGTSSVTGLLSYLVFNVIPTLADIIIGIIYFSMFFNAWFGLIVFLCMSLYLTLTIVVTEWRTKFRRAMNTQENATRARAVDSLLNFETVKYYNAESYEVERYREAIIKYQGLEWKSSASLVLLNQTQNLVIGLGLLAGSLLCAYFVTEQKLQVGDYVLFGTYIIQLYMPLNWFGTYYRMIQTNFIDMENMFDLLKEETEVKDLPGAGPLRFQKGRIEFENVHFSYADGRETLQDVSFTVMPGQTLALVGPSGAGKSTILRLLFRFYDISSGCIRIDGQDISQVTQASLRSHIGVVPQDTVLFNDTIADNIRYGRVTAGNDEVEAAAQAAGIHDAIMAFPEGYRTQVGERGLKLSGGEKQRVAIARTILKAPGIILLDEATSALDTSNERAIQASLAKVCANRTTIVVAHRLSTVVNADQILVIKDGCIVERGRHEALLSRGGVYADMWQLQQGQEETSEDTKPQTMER
Active calls of the source: *; nt = no result given.

SMILES	N-glyco inh	ABHD5 PLIN5 PPI	m5-HT2A agonist	MC4R antag cAMP	CaV13 ICDI inh	H9c2 protect	MC4R barr agon	PDI turbidity	Exocytosis inh	ABCB6 inh MLPCN
CCC(CO)Oc1cc(NC(=O)Cc2ccccc2)c2ncn(C(C)C)c2c1 (stereo unspecified)	0	-3	-3	8	-10	14	0.2	-4	-1	100
CN(CC(=O)Nc1ccc(Cl)cc1F)C1=NS(=O)(=O)c2ccccc21	-1	2	-3	5	-6	2	-1.3	2	-2	107
Cc1[nH]nc2c1C(c1ccc(Cl)cc1)C(C#N)=C(N)O2 (stereo unspecified)	1	-3	-5	13	0	9	-0.6	-4	1	103
Nc1cc(N)c2c(c1)C(=O)c1ccccc1-2	3	-1	-4	-27	-5	11	-2.0	0	-11	100
CC1(C(=O)Nc2ccc3c(c2)OCCO3)CSCC(=O)N1CCCN1CCOCC1 (stereo unspecified)	nt	1	-3	nt	-7	nt	nt	nt	11	nt
CCCNC(=O)Cn1cnc2sc(C(=O)NCCCN3CCOCC3)c(C)c2c1=O	1	0	-3	11	-5	-2	-2.8	-2	6	101
O=C(Nc1cccc2ccccc12)OCc1cncs1	-2	-5	-3	-2	6	-1	-3.6	4	-3	97
CC(C)(C)OC(=O)N1CCC(c2c(C(=O)O)cnn2-c2ccc(Cl)cc2)CC1	-2	1	1	3	-4	6	-1.0	11	0	105
Cc1noc(C)c1COc1ccccc1C(=O)NC(C)CCc1ccccc1 (stereo unspecified)	-1	5	-2	3	-4	5	0.7	-5	-2	92
CNC(=O)N(O)C1N(/N=C/c2ccc(SC)cc2)C(=S)SC1(C)C (stereo unspecified)	1	-1	-2	1	-23	-1	0.7	-13	1	97
CCOc1ccc(-n2c(SCc3ccc([N+](=O)[O-])cc3)nnc2-c2ccc(OC)cc2)cc1	-4	-7	-2	0	-15	-2	-1.9	-5	6	77
O=C(NN=Cc1ccccc1OC(F)F)c1cccc(S(=O)(=O)N2CCCC2)c1	-1	-9	7	11	-7	0	-1.5	11	-5	99
Cc1cc(C(=O)CSc2n[nH]c(N)n2)c(C)n1-c1ccc(F)cc1	-3	1	-5	14	-4	-13	2.2	0	1	98
Cn1ccc2c(-c3ccc(C(N)=O)cc3)cc3c(c21)C1CCC3C1 (stereo unspecified)	0	-1	0	nt	-9	-1	nt	nt	5	94
CC1(c2ccccc2)NC(=O)N(CC(=O)N2CC(=O)Nc3ccccc32)C1=O (stereo unspecified)	1	1	-2	3	-6	2	1.6	-3	0	94
COc1ccc2[nH]cc(S(=O)(=O)c3ccc(C(C)C)cc3)c(=O)c2c1	-2	4	3	6	11	-4	-1.3	-11	-2	98
C[C@@H]1CN([C@@H](C)CO)S(=O)(=O)c2ccc(-c3cccc(C#N)c3)cc2O[C@@H]1CN(C)C(=O)c1ccc(F)cc1	-6	5	-5	10	-4	20	-1.1	8	-2	107
Oc1cccc(/C=N/Nc2cc(N3CCOCC3)nc(N3CCOCC3)n2)c1	-8	-18	-4	-9	-5	5	-2.2	3	0	95
CC(O)(c1ccc(F)c(F)c1)c1nc(-c2cccc3cccnc23)cs1 (stereo unspecified)	2	-10	-2	-5	-10	-4	4.9	-1	-3	101
O=C(Cn1ccc2ccccc2c1=O)NCC1COc2ccccc2O1 (stereo unspecified)	-2	1	1	9	nt	2	-1.5	-8	2	101
O=C(CNC(=O)Cc1ccccc1)N=Nc1c(O)[nH]c2ccc(Br)cc12	3	0	3	-2	-4	5	-3.0	-6	-3	99
COc1ccc(-c2csc(/C(C#N)=C\c3ccc(O)c([N+](=O)[O-])c3)n2)cc1OC	-2	3	7	7	-2	-17	-1.4	0	93*	97
CC(=O)Nc1ccc(C(=O)Nc2cccc(-c3cnc4ccccc4n3)c2)cc1	-2	1	5	10	-4	0	0.0	-2	-3	95
O=C(O)c1ccc(N2C(=O)CCCC2=O)cc1	1	0	-5	12	-6	4	-2.2	-2	-5	98

Quoted at random: two compounds from above
SMILES	N-glyco inh	ABHD5 PLIN5 PPI	m5-HT2A agonist	MC4R antag cAMP	CaV13 ICDI inh	H9c2 protect	MC4R barr agon	PDI turbidity	Exocytosis inh	ABCB6 inh MLPCN
COc1ccc(-c2csc(/C(C#N)=C\c3ccc(O)c([N+](=O)[O-])c3)n2)cc1OC	-2	3	7	7	-2	-17	-1.4	0	93*	97
CC(O)(c1ccc(F)c(F)c1)c1nc(-c2cccc3cccnc23)cs1 (stereo unspecified)	2	-10	-2	-5	-10	-4	4.9	-1	-3	101

More records follow.
SMILES	N-glyco inh	ABHD5 PLIN5 PPI	m5-HT2A agonist	MC4R antag cAMP	CaV13 ICDI inh	H9c2 protect	MC4R barr agon	PDI turbidity	Exocytosis inh	ABCB6 inh MLPCN
CC(C)(C)Sc1ccc([N+](=O)[O-])cc1C(=O)Nc1ccncc1	-1	2	6	4	-5	-2	0.3	-6	-4	97
COc1ccc(-n2cc(CN(C)C(C)c3ccncn3)c(-c3cccc(F)c3)n2)cc1 (stereo unspecified)	-6	15	0	1	-8	23	2.0	-3	2	75
O=C(COc1ccccc1C(=O)NCC1CCCO1)Nc1ccc(Cl)cc1Cl (stereo unspecified)	2	3	-5	13	-2	5	-2.4	-3	-2	96
CN(CCc1ccccn1)C(=O)CCC1CCCN(C(=O)c2cccc(N(C)C)c2)C1 (stereo unspecified)	0	-1	-6	9	-4	4	-2.3	-10	-4	104
COc1ccc(OC)c(C(C)NC(=O)C23CC4CC(CC(C4)C2)C3)c1 (stereo unspecified)	-2	1	-6	0	-20	8	-0.4	-4	-7	104
CCC(C)(C)C1CCC2(CC1)NC(=O)N(CC(=O)N(C)Cc1ccc3c(c1)OCCO3)C2=O (stereo unspecified)	-2	10	0	8	-5	1	4.6	-2	1	97
COC(=O)C1=C(N)Oc2cc(C)n(Cc3ccco3)c(=O)c2C1c1cccc(Cl)c1 (stereo unspecified)	-1	-2	0	9	nt	6	-2.4	7	2	99
O=C(Oc1cccc2c(OC(=O)N3CCCC3)cccc12)N1CCCC1	2	10	8	3	-5	-1	2.1	-9	0	nt
CC(=O)c1cccc(NC(=O)c2ccc(NC(=O)CCS(=O)(=O)c3cccs3)cc2)c1	-4	1	0	10	-5	18	-0.6	4	0	93
COc1cc(OC)cc(-n2nnnc2SCC(=O)NCc2cccs2)c1	3	4	-1	-4	-3	4	-0.4	8	-1	93
COC(=O)c1nn(-c2ccccc2)c(Sc2ccccc2)c1/C=N/O	-4	1	-7	8	nt	6	-1.3	-1	-3	101
O=c1c2ccccc2nc(SCc2nc3ccccc3s2)n1CCCO	-7	10	0	-23	-5	-7	0.5	1	-4	95
CCOC(=O)c1c(CC(C)C)csc1NC(=O)COC(=O)c1cnc(C)cn1	4	2	-7	3	-11	-11	-1.6	-5	-7	77
CN(C)c1ccc(C(=O)NCc2ccc3c(c2)OCO3)cc1	-1	5	1	10	-5	6	1.2	0	-6	98
Cn1c(N)c(C(=O)COC(=O)COc2cc(Cl)c(Cl)cc2Cl)c(=O)n(C)c1=O	1	-2	-4	1	-6	0	4.9	-7	2	96
C/C(=N\NC(=O)c1ccncc1)c1cc2ccccc2o1	3	1	-3	2	-4	8	0.2	-11	-2	104
O=C(Cc1cccs1)Nc1ccc(S(=O)(=O)N2CCCCC2)cc1	-4	0	-5	-2	-4	-5	0.0	-6	3	97
C/C(CC1CC(C)(C)OC1=O)=N\NC(N)=S (stereo unspecified)	2	-7	-5	-5	-15	2	-2.1	-5	-6	95
Cc1ccc2ccccc2c1NC(=O)Cn1nnc(-c2cccnc2)n1	2	-2	12	3	-3	2	0.2	-1	0	102
COC(=O)c1c(NC(=O)/C=C/c2ccco2)sc2c1CCC2	5	4	1	2	-5	-1	0.2	-4	-6	100
COc1ccc(-c2nnn(CC(=O)N(Cc3ccc(F)cc3)C(C(=O)NC3CCCC3)c3ccc(F)cc3)n2)cc1 (stereo unspecified)	-4	0	2	0	-3	-4	9.7*	-2	0	96
CCCOc1ccccc1C(=O)Nc1ccc(S(=O)(=O)N2CCN(C)CC2)cc1	-1	-3	5	3	-21	-7	-0.9	1	-9	98
COc1ccc(CN2CCC3CC2c2cc(Cl)ccc23)cc1 (stereo unspecified)	2	-10	-4	11	-4	-11	0.7	-5	-1	98
O=C(c1cc(COc2ccc3ncccc3c2)on1)N1CCCC1	-1	8	12	-2	-2	-13	0.5	2	5	98
CCC(C(=O)NC(C)(C)C)N(Cc1ccccc1Cl)C(=O)c1snc(C(N)=O)c1N (stereo unspecified)	0	-3	-3	-1	-3	14	-0.7	2	-7	98
Cc1cccc(NC(=O)Cn2cnc3c(oc4nc5c(cc43)COC(C)(C)C5)c2=O)c1	-1	1	-1	17	-3	5	-0.3	12	-1	96
CC1CCN(CCOc2ccc(OCc3ccccc3)cc2)CC1	-4	1	-6	5	-5	-4	5.1	-2	-4	101
Cc1ccc2[nH]c(C)c(/C=N/Nc3nc4ccccc4s3)c2c1	-4	1	0	7	-5	7	-1.6	-4	-1	100
Cc1nn2c(nc1=O)NNC2(C)C(C)(C)C (stereo unspecified)	2	1	0	0	7	-2	1.8	0	4	95
CC(=O)Oc1ccccc1C(=O)O	0	-1	-1	2	-5	13	-0.6	-8	0	98
CCOc1ccc(NC(=O)CCn2c(=O)[nH]c3ccsc3c2=O)cc1	1	2	3	0	-4	5	-1.6	-6	-7	97
CC(C)C(=O)NC(c1ccccc1)c1cc([N+](=O)[O-])c2cccnc2c1O (stereo unspecified)	3	3	5	3	-6	37	-4.0	-2	-1	95
CCN(CC)c1nc2c(c(=O)n(C)c(=O)n2C)n1CC(=O)c1ccccc1	0	-3	1	-1	-5	4	-0.1	-2	-3	101
CC(C)CCN1C(=O)c2ccc(C(=O)Nc3ccc(Br)cc3C(=O)O)cc2C1=O	5	0	4	3	-20	-7	-1.1	-3	9	96
CC(=O)Nc1ccc(C2=NNC(=NCC3CCCO3)SC2)cc1 (stereo unspecified)	2	-18	3	-8	-9	3	1.8	5	-7	101
O=C(Nc1ccccc1)c1sc(Cl)nc1-c1ccccc1	0	1	-2	17	-3	-3	-1.2	-3	-6	99
Cc1cc(NS(=O)(=O)c2cc(Cl)sc2Cl)no1	1	-5	-1	-2	-3	5	-0.2	1	1	98
Cc1ccccc1OCCn1cc(C(=O)C(=O)N2CCOCC2)c2ccccc21	0	9	0	6	-1	-5	-2.4	4	-1	94
O=C(O)c1cc(N2CCOCC2)nc2ccccc12	2	0	4	1	8	6	-1.6	-1	0	98
O=C(COC(=O)c1c(Cl)cccc1Cl)Nc1ccccc1Br	-1	-6	0	2	-1	-1	-0.9	11	5	97
O=C(CC1C(=O)NCCN1C(=O)c1ccccc1)Nc1cc(Cl)ccc1Cl (stereo unspecified)	4	-7	6	-5	-6	0	-2.8	0	-5	97
Brc1ccc(-n2c(SCc3nc4ccccc4[nH]3)nnc2-c2ccncc2)cc1	0	-2	2	13	-6	6	1.4	5	-1	105

High-throughput results (PubChem BioAssay)
